CHT PAM – human CHT allosteric activation; CHT-expressing cells, membrane potential dye, choline EC20; stronger effect = higher value; LV-AA mutant CHT in HEK293 cells; 0.49% of 310,000 active; B-score at 10 µM; Q9GZV3;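 active = initial fluorescence not abnormally high and integrated response B-score, plate-corrected, over 3 SD above library mean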
Target sequence (Q9GZV3 whole entry, looked up): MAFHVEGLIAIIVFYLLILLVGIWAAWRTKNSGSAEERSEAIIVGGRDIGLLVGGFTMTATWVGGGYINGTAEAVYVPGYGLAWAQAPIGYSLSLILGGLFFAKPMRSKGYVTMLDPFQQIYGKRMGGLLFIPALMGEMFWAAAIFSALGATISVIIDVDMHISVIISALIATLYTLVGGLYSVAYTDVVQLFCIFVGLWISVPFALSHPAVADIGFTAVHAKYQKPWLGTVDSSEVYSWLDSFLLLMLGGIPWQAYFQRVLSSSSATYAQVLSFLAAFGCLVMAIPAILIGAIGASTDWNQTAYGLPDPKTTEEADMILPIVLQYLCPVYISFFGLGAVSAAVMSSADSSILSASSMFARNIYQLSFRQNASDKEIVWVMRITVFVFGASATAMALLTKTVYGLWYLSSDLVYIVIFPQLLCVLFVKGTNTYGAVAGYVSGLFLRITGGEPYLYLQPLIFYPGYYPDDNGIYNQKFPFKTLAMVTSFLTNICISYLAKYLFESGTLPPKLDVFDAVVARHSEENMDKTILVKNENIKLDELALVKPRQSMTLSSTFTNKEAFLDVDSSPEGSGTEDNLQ
CHT block – inhibitors of human choline transporter CHT | Q9GZV3 | CHT-expressing cells, membrane potential dye, choline response; stronger effect = lower value | B-score at 10 µM | 0.86% of 310,000 active;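 active = B-score over 3 SD under the library average, and starting fluorescence ratio not unusually high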;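 also: choline stimulus applied at its EC90 after an EC20 pre-addition; B-score computed on integrated fluorescence ratio after choline addition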
Active calls of the source: *; i = inactive. Random draw from the library; 1.5% or so of the library scored in one or more.

SMILES	CHT PAM	CHT block
Cc1ccc(NC(=O)CN2C(=O)S/C(=C/c3ccc(-c4cc(C(=O)O)ccc4C)o3)C2=O)cc1C	i	i
O=C(CCS(=O)(=O)c1ccccc1)N(CCCN1CCOCC1)c1nc2ccc(F)cc2s1	i	i
CCOC(=O)c1cccc(NC(=O)C2CCN(S(=O)(=O)c3cccs3)CC2)c1	i	i
COc1ccc(S(=O)(=O)Nc2cccc(-c3ccc(N4CCCCCC4)nn3)c2)c(OC)c1	i	i
O=C(N/N=C/c1c[nH]c2ccccc12)c1ccccc1	i	i
CCOC(=O)NNC(=O)C12CC3CC(CC(C3)C1)C2	i	i
Fc1ccc2nc(N3CCCC3)sc2c1	i	i
COc1ccc(C)cc1NC(=O)CN(C)S(=O)(=O)c1cnc[nH]1	i	i
Cc1ccc(C)c(OCC(=O)N2CCc3ccccc3C2)c1	i	i
COCC1CCN(C(=O)c2cc(COc3ccc(-n4cncn4)cc3)on2)CC1	i	i
O=C(Cn1nnc2c(cnn2-c2ccccc2)c1=O)NCc1cccs1	i	i
CC(=O)Nc1nc(CC(C)C)cc(-c2ccccc2)c1C#N	i	i
CC(=O)Nc1ccc(NC(=S)NC(=O)c2ccc([N+](=O)[O-])cc2)cc1	i	i
Cc1ccnc(N/C=C(\C#N)c2nc(-c3cccc(Br)c3)cs2)c1	i	i
COc1ccc(NC(=O)NCCCN2CCN(c3cc(C)ccc3C)CC2)cc1	i	i
CCOc1ccccc1NC(=O)CN(C)S(=O)(=O)c1cnc[nH]1	i	i
CCCC(=O)NC(c1ccccc1Cl)c1c(O)ccc2ccccc12 (centres undefined)	i	i
O=C(Nc1ccc2[nH]ncc2c1)C1CCC1	i	i
CCN(C(=O)CSc1ccc2c(c1)OCCO2)C1CCS(=O)(=O)C1 (centres undefined)	i	i
COC(=O)c1cc(OC)nc(OC)c1	i	i
O=C(COC(=O)C1CCN(S(=O)(=O)c2cccc3cccnc23)CC1)c1ccc(F)cc1	i	i
O=C1C2C3c4ccccc4C(c4ccccc43)C2C(=O)N1Cc1cccnc1 (centres undefined)	i	i
O=C(Nc1ccc2c(c1)CCCN2C(=O)c1ccco1)c1cc([N+](=O)[O-])ccc1Cl	i	i
CCN(CC(=O)NCc1ccc(Cl)cc1)C(=O)COc1cccc(C(F)(F)F)c1	i	i
O=C(Nc1nc2c(Cl)cccc2s1)c1ccc([N+](=O)[O-])o1	i	i

Compound profiles, from the list above:
O=C(N/N=C/c1c[nH]c2ccccc12)c1ccccc1 in the list: CHT PAM: i; CHT block: i
CCOc1ccccc1NC(=O)CN(C)S(=O)(=O)c1cnc[nH]1 in the list: CHT PAM: i; CHT block: i

Carrying on.
SMILES	CHT PAM	CHT block
CCN1C(=O)c2ccccc2S(=O)c2ccc(C(=O)N3CCCCCC3)cc21 (centres undefined)	i	i
COc1cc(C)c(CN2CCN(C(C)C(=O)NC(C)c3ccccc3)CC2)cc1OC (centres undefined)	i	i
NC(=O)/C(=C\c1ccncc1)c1cccc2ccccc12	i	i
CC1CC(C)CN(CC(=O)NCCc2ccc(S(N)(=O)=O)cc2)C1 (centres undefined)	i	i
Cc1ccc(C(=O)NCC(=O)OC(C)C(=O)NCCC2=CCCCC2)cc1C (centres undefined)	i	i
CN(C(=O)COC(=O)c1ccc(-c2ccc(O)cc2)cc1)C1CCS(=O)(=O)C1 (centres undefined)	i	i
O=C(COc1ccc(Cl)cc1)NCCSCc1cccc(Cl)c1	i	i
COc1cc2[nH]c(=S)nc(NCCC(C)C)c2cc1OC	i	i
CC1Cc2ccccc2N1CC(=O)Nc1ccc(S(N)(=O)=O)cc1 (centres undefined)	i	i
CC1=[N+]([O-])C(C)(C)C(c2ccc(Br)cc2)=[N+]1[O-]	i	i
O=C(Nc1ccccn1)c1onc2c1CCCC2	i	i
Cc1ccc2nc(N3CCN(Cc4nnnn4Cc4ccccc4)CC3)c(C#N)cc2c1	i	i
O=C(NCc1ccc(Cl)cc1)N1CCN(S(=O)(=O)c2ccccc2)CC1	i	i
O=C(Oc1cccc(-n2cnnn2)c1)c1ccccc1Cl	i	i
O=C(NC(=S)N(Cc1ccccc1)Cc1ccccc1)C1CCCCC1	i	i
Cc1cccc(C)c1NC(=O)CNC(=O)C12CC3CC(CC(O)(C3)C1)C2	i	i
COc1cc2nc(Nc3ccc(C)c(C)c3)nc(N)c2cc1OC	i	i
COCC(C)N1CCC(n2nccc2NC(=O)CCCc2ccccc2)CC1 (centres undefined)	i	i
Cc1nc([N+](=O)[O-])c(SCC(O)CCl)n1Cc1ccc(Cl)cc1 (centres undefined)	i	i
CC(=O)N(C)c1ccc(OCC(O)Cn2c3ccc(Cl)cc3c3cc(Cl)ccc32)cc1 (centres undefined)	i	i
COC(=O)c1[nH]c2cc(C)ccc2c1NC(=O)CN1CCN(C(=O)c2ccco2)CC1	i	i
O=C(Nc1ccccc1N1CCCC1)c1ccc(Cl)c(S(=O)(=O)N2CCOCC2)c1	i	i
CC1=C(C(=O)Nc2ccccc2C(=O)NC2CCCCC2)SCCO1	i	i
CCCCOc1ccc(CSc2nc(C)[nH]c2[N+](=O)[O-])cc1[N+](=O)[O-]	i	i
CCn1c(N)nc2ccccc21	i	i

(next part)
SMILES	CHT PAM	CHT block
Cc1c(C(=O)OCC(=O)Nc2ccc(S(N)(=O)=O)cc2)oc2c1ccc1ccccc12	i	i
COc1ccc2cc(C(=O)NCCO)sc(=O)c2c1OC	i	i
O=C1CCC(=O)N(c2ccccc2)N1	i	i
Cc1cc(C)n2[nH]c(=O)c(N=Nc3ccc(S(N)(=O)=O)cc3)c2n1	9.18*	i
COc1cccc(-n2cc(CNCc3c(C(=O)N(C)C)nc4ccc(Cl)cn34)cn2)c1	i	i
CCN(CC)C(=O)Cn1c(C)c(/C=C/c2cc[n+](C)cc2)c2ccccc21	i	i
CC(Oc1cc(F)ccc1[N+](=O)[O-])C(=O)Nc1ccc(S(=O)(=O)N2CCCC2)cc1 (centres undefined)	i	i
O=C(NC1CCN(S(=O)(=O)c2ccccc2F)CC1)c1ccco1	i	i
CC(C)C(=O)NC(=S)Nc1ccccc1N1CCN(C(=O)c2ccc(Cl)cc2)CC1	i	i
Cc1ccc(S(=O)(=O)Cc2ccc(C(=O)N3CCC(C)CC3)cc2)cc1	i	i
N#Cc1ccc(C(=O)CN2CCN(c3ccccc3)CC2)cc1	i	i
COc1ccc(-c2cc(C(=O)N/N=C/c3sccc3C)c3ccccc3n2)c(OC)c1	i	i
CCOC(=O)C1C(=O)NCC2CCCC21 (centres undefined)	i	i
CSc1nnc(CSCc2ccc(Cl)cc2Cl)n1-c1ccccc1	i	i
Cc1[nH]c2ccccc2c1C(=O)Cn1c(=O)oc2ccccc21	i	i
CCCn1c(C)cs/c1=N\C(=S)Nc1ccccc1	i	i
O=C(c1c[nH]c(C(=O)C(Cl)(Cl)Cl)c1)c1c(F)cccc1F	i	i
O=C1OCCC1Sc1ncnc2sccc12 (centres undefined)	i	i
COC(=O)C(NC(=O)c1ccccc1C(=O)O)c1ccc2ccccc2c1 (centres undefined)	i	i
O=[N+]([O-])c1ccccc1/C=N/Nc1nccnc1Cl	i	i
O=S(=O)(Nc1cccc(-c2ccc3nncn3n2)c1)c1cc(F)ccc1F	i	i
Cc1cccc2cc(COC(=O)C(C)C)c(=O)[nH]c12	i	i
CCC(Oc1ccccc1)C(=O)Nc1ccc(C)c(S(=O)(=O)N2CCOCC2)c1 (centres undefined)	i	i
O=C(NC1CCCC1)C(c1ccncc1)N(C(=O)c1csnn1)C1CCCC1 (centres undefined)	i	i
O=C1c2ccccc2C(=O)N1CCc1nc(-c2ccccn2)no1	i	i

Retrieved by compound from the list above, 7 records:
SMILES	CHT PAM	CHT block
CC(Oc1cc(F)ccc1[N+](=O)[O-])C(=O)Nc1ccc(S(=O)(=O)N2CCCC2)cc1 (centres undefined)	i	i
O=S(=O)(Nc1cccc(-c2ccc3nncn3n2)c1)c1cc(F)ccc1F	i	i
Cc1[nH]c2ccccc2c1C(=O)Cn1c(=O)oc2ccccc21	i	i
Cc1c(C(=O)OCC(=O)Nc2ccc(S(N)(=O)=O)cc2)oc2c1ccc1ccccc12	i	i
COc1ccc2cc(C(=O)NCCO)sc(=O)c2c1OC	i	i
O=C(NC1CCN(S(=O)(=O)c2ccccc2F)CC1)c1ccco1	i	i
COc1ccc(-c2cc(C(=O)N/N=C/c3sccc3C)c3ccccc3n2)c(OC)c1	i	i

Further records.
SMILES	CHT PAM	CHT block
C=CCn1c(SC(C)C(=O)Nc2ccc(Cl)cn2)nnc1C1CC1 (centres undefined)	i	i
COc1cc(/C(C)=N/Nc2ccc(C(=O)O)cc2)cc(OC)c1OC	i	i
O=S(=O)(NCc1cccs1)c1cccc2cccnc12	i	i
Cc1cc(C)nc(/N=C(\NC(=O)C(C)(C)C)Nc2ccc(F)cc2)n1	i	i
COc1ccc(C(=O)N/N=C(\C)CC(=O)Nc2ccccn2)cc1OC	i	i
O=S(=O)(c1cccc(F)c1)N1CCC(CO)(Cc2cccc(F)c2)CC1	i	i
CCCCNC(=O)C1CCC(CNS(=O)(=O)c2cccc3nsnc23)CC1 (centres undefined)	i	i
COc1ccccc1OCCSc1nnnn1-c1ccc(C)cc1	i	i
COc1cccc(-c2nnc(SCC(=O)Nc3ccc(S(N)(=O)=O)cc3)n2C)c1	i	i
O=C(Nc1ccc(Br)cc1)c1cccc(N2C(=O)C3C4CCC(C4)C3C2=O)c1 (centres undefined)	i	i
N#CC(c1ccc(O)cc1)N1CCCCC1 (centres undefined)	i	i
COCC1CCN(Cc2nc(-c3cccs3)no2)C1 (centres undefined)	i	i
O=C(NC1CCCc2ccccc21)c1cccc(S(=O)(=O)N2CCOCC2)c1 (centres undefined)	i	i
CCN(CC)S(=O)(=O)c1cccc(NC(=O)CNc2cccc(S(=O)(=O)N3CCCC3)c2)c1	i	i
COc1ccccc1OC(C)C(=O)Nc1ccc(S(=O)(=O)N2CCN(C)CC2)cc1 (centres undefined)	i	i
COc1ccc(C(=O)NCc2cccnc2)cc1C(=O)NCc1cccnc1	i	i
O=c1cc(CO)oc(CN2CCC(Cc3ccccc3)CC2)c1O	i	i
COc1cc(/C=N/OCC(=O)Nc2cc(C)cc(C)c2)ccc1OCc1ccc(Cl)cc1	i	i
COc1cccc2sc(NC(=O)c3ccc(S(=O)(=O)N4CCOCC4)cc3)nc12	i	i
c1ccc2sc(NC3=NCN(C4CCCCCC4)CN3)nc2c1	i	i
O=S(=O)(Nc1cccc(-c2cn3cccnc3n2)c1)c1ccc(Cl)cc1	i	i
O=C(CSc1ccc2ccccc2n1)c1ccccc1	i	i
CC(=O)Nc1ccc(S(=O)(=O)Nc2nnc(C(C)C)s2)cc1	i	i
CC(NC(=O)Cn1cc(C(=O)C2CC2)c2ccccc21)c1ccccc1 (centres undefined)	i	i
CCN(CC)CCNc1ncnc2c1sc1nc(N3CCCC3)c3c(c12)CC(C)(C)OC3	i	i

An excerpt of these results, bar-delimited:
Compound | CHT PAM | CHT block
O=S(=O)(c1cccc(F)c1)N1CCC(CO)(Cc2cccc(F)c2)CC1 | i | i
CCCCNC(=O)C1CCC(CNS(=O)(=O)c2cccc3nsnc23)CC1 (centres undefined) | i | i
COc1ccccc1OCCSc1nnnn1-c1ccc(C)cc1 | i | i

The list continues.
SMILES	CHT PAM	CHT block
Cc1ccc(C)c(N(C)C(=O)c2coc(=O)c3ccccc23)c1	i	i
Fc1ccccc1Nc1nc(N2CCOCC2)nc(N2CCOCC2)n1	i	i
CCOC(=O)C1(CC2CC2)CCN(C(=O)c2cc(C)nc3ccc(CC)cc23)CC1	i	i
Cc1cc(Cn2nc(C(=O)NCc3cccs3)cc2-c2ccccc2)on1	i	i
CC(=O)Nc1ccc(N=Nc2ccc(O)cc2)cc1	i	i
COc1ccccc1NC(=O)CCSCCC(=O)Nc1ccccc1OC	i	i
CCCCn1c(=O)[nH]c(=O)c2c1nc(-c1ccc(CC)c([N+](=O)[O-])c1)n2C	i	i
O=C(c1ccc(Br)c(S(=O)(=O)N2CCCCC2)c1)N1CCCCC1	i	i
Cc1nn(CC(=O)NCCc2ccco2)c(=O)c2nn(-c3ccccc3)c(C)c12	i	i
O=C(O)c1ccc(-c2nnn(Cc3cccc(C(F)(F)F)c3)n2)cc1	i	i
O=C(NC(=S)Nc1ccc2oc(=O)ccc2c1)c1cccc(Cl)c1	i	i
O=C(Cn1ncc(N2CCCC2)c(Cl)c1=O)c1ccc(Cl)cc1	i	i
CC(=O)c1ccc(OCC(=O)NC2CCS(=O)(=O)C2)cc1 (centres undefined)	i	i
CC1CC(C)CN(C(=O)c2ccc3nc[nH]c3c2)C1 (centres undefined)	i	i
COc1cccc(NC(=O)CN2CCN(S(=O)(=O)c3ccc(C(C)C)cc3)CC2)c1	i	i
CCOC(=O)C1CCN(C(=O)c2ccc3c(c2)OCO3)CC1	i	i
O=C(CCC(=O)c1ccc(Cl)cc1)NCc1ccccc1	i	i
CC1CN(C(NC(=O)C(C)(C)C)C(Cl)(Cl)Cl)CC(C)O1 (centres undefined)	i	i
CC[C@H](C)C(=O)O[C@H]1C[C@@H](C)C=C2C=C[C@H](C)[C@H](CC[C@@H]3C[C@@H](O)CC(=O)O3)[C@H]21	i	i
O=C(NC1CCCCC1)C(c1ccc(Cl)cc1)N(C(=O)c1ccccn1)c1cccnc1 (centres undefined)	i	i
O=C(Nc1ccc(Cl)c(Cl)c1)NC1CCS(=O)(=O)C1 (centres undefined)	i	i
Cc1ccn2cc(CCNS(=O)(=O)c3ccc(F)c(C(F)(F)F)c3)nc2c1	i	i
CC(=O)c1cccc(OCc2cc(C(=O)NC(C)Cc3cccnc3)no2)c1 (centres undefined)	i	i
O=C(CC1CC2CCC1C2)NC1CCCCCCC1 (centres undefined)	i	i
Cc1ccccc1N=CC1=C(O)c2ccccc2C1=O	i	i
Cc1cc(C)n(CC(O)COc2ccccc2[N+](=O)[O-])n1 (centres undefined)	i	i
Cc1cc(C(=O)N2CCCC(N3CCN(c4ccc(F)cc4)CC3)C2)c(C)o1 (centres undefined)	i	i
